Screening data (PubChem)
NadD inh – inhibitors of S. aureus NadD, primary screen, biochemical, colorimetric, uHTS | Nicotinate-nucleotide adenylyltransferase NadD (Staphylococcus aureus N315) | 0.78% of 360,000 active | inhibition, % at 20 µM | purified NadD enzyme, colorimetric absorbance read-out | AID 602399, 2012; in the data active = inhibition above about 26%; also: some compounds past the cut are filed as inactive
CSN inh – inhibitors of CSN-mediated cullin deneddylation, primary screen, biochemical, fluorescence polarization, uHTS | COP9 signalosome complex subunit 5 (Homo sapiens), Q92905 | Purified CSN, SCF-Nedd8-OG deneddylation | inhibition, % at 12.5 µM | 0.38% of 360,000 active | AID 651999, 2013;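 active = pattern-corrected inhibition above about 35%, with an unprinted fluorescence ratio check between 0.5 and 1.5, limit read from the data, passing the limit was not always enough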;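 also: 0% = enzyme with substrate and 100% = substrate without enzyme; some results filed as inactive read as strong as hits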
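Assay system: Purified human Csn5 enzyme expressed in HEK293T cells | Amount: Enzyme 0.24 nM | Measured by: Fluorescence polarization readout | Medium: Tris/NaCl/DTT buffer, pH 7.5 | Compound dosing: One concentration, 12.5 µM, 0.25% DMSO | Times: 90 min incubation of compound, enzyme and substrate at room temperature | Control set: no-enzyme wells high, enzyme-with-substrate wells low | Read-out: % inhibition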
STEP inh – STEP phosphatase inhibitors, primary screen, biochemical, fluorescence intensity, uHTS. 0.25% of 360,000 active. Tyrosine-protein phosphatase non-receptor type 5 (Homo sapiens), P54829. recombinant STEP, OMFP fluorogenic substrate. inhibition, % at 20 µM;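 active = inhibition at 20 µM, scaled per plate between control wells, above about 37%, limit read from the data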;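 also: 0% = DMSO with enzyme and substrate and 100% = substrate only without enzyme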
Target sequence (P54829 whole entry, looked up): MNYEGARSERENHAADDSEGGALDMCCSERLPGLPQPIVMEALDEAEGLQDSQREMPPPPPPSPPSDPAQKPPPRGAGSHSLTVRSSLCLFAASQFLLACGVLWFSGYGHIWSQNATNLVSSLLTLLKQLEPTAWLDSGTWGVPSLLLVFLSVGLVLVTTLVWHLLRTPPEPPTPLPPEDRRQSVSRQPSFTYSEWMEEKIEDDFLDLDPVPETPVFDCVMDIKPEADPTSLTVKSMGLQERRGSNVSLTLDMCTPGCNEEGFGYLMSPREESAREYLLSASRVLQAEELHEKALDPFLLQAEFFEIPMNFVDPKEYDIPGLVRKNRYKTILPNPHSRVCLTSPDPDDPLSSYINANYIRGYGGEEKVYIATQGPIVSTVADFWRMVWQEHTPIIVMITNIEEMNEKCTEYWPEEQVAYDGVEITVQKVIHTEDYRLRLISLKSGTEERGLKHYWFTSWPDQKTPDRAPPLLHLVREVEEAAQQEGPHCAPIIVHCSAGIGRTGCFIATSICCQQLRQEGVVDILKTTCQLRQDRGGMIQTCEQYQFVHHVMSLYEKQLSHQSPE
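material = STEP tyrosine phosphatase | reagent = fluorogenic phosphatase substrate OMFP at 25 µM final | doses = single compound dose of 20 µM, 1% DMSO final | schedule = 20 min reaction, room temperature, in the dark | measured by = fluorescence, 480/540 nm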
Rin1 Abl inh – inhibitors of Rin1-Abl protein binding, primary screen, biochemical, TR-FRET; Tyrosine-protein kinase ABL1 (Homo sapiens) + Ras and Rab interactor 1 (Homo sapiens), …; inhibition, % at 7.35 µM; 0.4% of 360,000 active; in the data active = inhibition above about 5%, passing the limit was not always enough
Neddylation inh – inhibitors of cullin neddylation, primary screen, biochemical, TR-FRET, uHTS, NAE and Ubc12; NEDD8-conjugating enzyme Ubc12 (Homo sapiens) + NEDD8-activating enzyme E1 regulatory …; calls only at 25 µM; 0.58% of 360,000 active; AID 651699, 2012; in the data active = inhibition above about 36%
Scp1 inh – Scp-1 phosphatase inhibitors, primary screen, biochemical, colorimetric, uHTS. AID 493091, 2011. 0.88% of 340,000 active. inhibition, % at 20 µM. Recombinant Scp1, phosphopeptide, malachite green phosphate absorbance. Carboxy-terminal domain RNA polymerase II polypeptide A small phosphatase 1 (Homo …;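 active = inhibition above about 50% at 20 µM, limit read from the data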;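 also: plate controls were DMSO wells with enzyme for no effect and wells lacking enzyme for full effect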
Target sequence (Q9GZU7 76-261 limits assumed): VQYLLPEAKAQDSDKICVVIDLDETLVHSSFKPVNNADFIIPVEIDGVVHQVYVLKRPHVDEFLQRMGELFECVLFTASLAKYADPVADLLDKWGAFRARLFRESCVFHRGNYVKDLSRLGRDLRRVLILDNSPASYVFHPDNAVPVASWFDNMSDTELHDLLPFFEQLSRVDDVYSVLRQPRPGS
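Assay system: SCP-1 catalytic fragment, aa 76-261 | Buffer or medium: Tris acetate buffer pH 5.5 with MgCl2 and Tween-20 | Compound: One concentration, 20 µM, with 1.0% DMSO | Also added: Phospho 17-mer peptide substrate | Signal: Absorbance at 630 nm | Incubation: 45 min enzyme reaction at room temperature | Measure: % inhibition of SCP-1 phosphate liberation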
Rpn11 block – Rpn11 (PSMD14) deubiquitinase inhibitors, primary screen, biochemical, fluorescence polarization, uHTS. 0.59% of 360,000 active. calls only at 20 µM. human 26S proteasome, Ub4-pepOG fluorescence polarization; 20S core pre-blocked with epoxomicin;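 active = inhibition at 20 µM, scaled to each plate's controls, above about 33%, limit read from the data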
LMPTP block – LMPTP phosphatase inhibitors, primary screen, biochemical, fluorescence intensity, uHTS. recombinant LMPTP-A, OMFP fluorogenic substrate. Low molecular weight phosphotyrosine protein phosphatase (Homo sapiens), P24666. AID 651560, 2012. 0.22% of 360,000 active. inhibition, % at 20 µM;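 active = compounds that cut the enzyme signal by at least half of the control window in the single-dose screen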;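 also: plate controls were DMSO wells with enzyme plus substrate for no effect and substrate without enzyme for full effect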
Target sequence (P24666 whole entry, looked up): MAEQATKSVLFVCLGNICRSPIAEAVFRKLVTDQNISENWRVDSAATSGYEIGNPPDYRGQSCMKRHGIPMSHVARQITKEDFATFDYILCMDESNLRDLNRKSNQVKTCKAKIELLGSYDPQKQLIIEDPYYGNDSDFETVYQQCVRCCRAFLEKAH
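Buffer or medium: Bis-Tris pH 6.0, DTT, detergent; Assay system: LMPTP-A enzyme; Quantity: 0.625 nM enzyme; Detection: endpoint fluorescence intensity; Times: 50 min dark incubation at room temperature; Controls: substrate-only low control, DMSO enzyme-plus-substrate high control; Doses: single 20 µM dose; Read-out: percent inhibition versus substrate-only and uninhibited controls; Reagent: 400 µM OMFP.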
SUMO1-SIM PPI – modulators of SUMO1 protein-protein interactions, primary screen, biochemical, uHTS; Small ubiquitin-related modifier 1 (Homo sapiens), P63165; SUMO1 binding to a labelled peptide, TR-FRET, 1 h; inhibition, % at 20 µM; 0.33% of 360,000 active; AID 602429, 2012; in the data active = inhibition above about 37%
Target sequence (P63165 whole entry, looked up): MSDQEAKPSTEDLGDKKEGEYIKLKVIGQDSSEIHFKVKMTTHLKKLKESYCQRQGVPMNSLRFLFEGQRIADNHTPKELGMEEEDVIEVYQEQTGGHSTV
DNMT1 block – human DNMT1 methyltransferase inhibitors, primary screen, biochemical, molecular beacon, fluorescence, HinP1I cleavage, uHTS; inhibition (reported as % activation of signal), % at 10 µM; 0.83% of 360,000 active; AID 588458, 2011; in the data active = inhibition above about 50%
The depositor's hits bear a star; i = inactive; x = not tested or not shown; + = active, no number. Hits appear at their usual frequency (roughly 3.8% active in at least one column).

SMILES	NadD inh	CSN inh	STEP inh	Rin1 Abl inh	Neddylation inh	Scp1 inh	Rpn11 block	LMPTP block	SUMO1-SIM PPI	DNMT1 block
COc1ccccc1CNC(=O)COC(=O)c1ccc(NC(N)=O)cc1	2	-5	-1	0	i	-13	i	0.6	2	-2
O=C(CCc1ccccc1)Nc1cc2c(cc1Cl)OCCO2	-8	4	-1	1	i	-11	i	-1.2	-2	0
C=CCNc1ncnc2c1ncn2[C@H]1CN(Cc2cccc3ccccc23)C[C@@H](CO)O1	4	-3	2	0	i	x	i	1.1	8	0
O=C(OCC(=O)c1ccc(Cl)s1)c1ccc2ccccc2n1	0	5	2	3	i	-6	i	0.9	-14	8
O=C(CS(=O)(=O)c1c[nH]c2ccccc12)N1CCCCCC1	-7	-3	-2	-1	i	-6	i	0.0	-2	-6
COc1ccc(CNc2cc([N+](=O)[O-])ccc2OC)cc1	5	2	2	-3	i	-6	i	1.3	-21	-5
Cc1ccc(S(=O)(=O)NCCC(=O)NNc2c(F)c(F)cc(F)c2F)cc1	-7	1	1	1	i	0	i	-1.5	0	1
CCOC(=O)C1=C(COC(=O)/C=C/c2ccc(OCC)c(OC)c2)NC(=O)NC1C (stereo not given)	-5	0	-1	0	i	0	i	2.1	-24	-7
CC(=C/c1ccccc1)/C=N/NC(=O)c1nnn(-c2nonc2N)c1CN1CCC(C)CC1	6	-4	1	0	i	-8	i	2.7	0	-1
CCOC(=O)C(CC)/C(C)=N/NC(=O)c1ccc([N+](=O)[O-])cc1 (stereo not given)	6	4	-6	1	i	-5	i	-2.1	-29	-3
C/C(=N\NC(=O)c1nn(C)cc1Br)c1cccc(NC(=O)C(C)(C)C)c1	1	-7	-3	0	i	0	i	-0.7	-3	3
CC1CC(C)CN(C(=O)c2cc(-c3ccncc3)nc3ccccc23)C1 (stereo not given)	-2	0	-1	2	i	4	i	-11	-4	1
Cn1nc(-c2ccc(N3CCOCC3)c(NS(=O)(=O)c3ccccc3)c2)c2ccccc2c1=O	-2	3	6	1	i	-8	i	1.5	-8	-3
COC(=O)CSc1nc2cc(Cl)ccc2c(=O)n1C1CCCC1	1	1	2	-8	i	-4	i	0.5	-1	0
O=C(NCCc1ccccc1)c1ccc2[nH]c(=O)c(=O)[nH]c2c1	-1	5	-1	4	x	-5	i	0.7	0	0
CC(=O)Nc1ccc(S(=O)(=O)N(C)c2ccc(O)cc2)cc1	4	2	0	-1	i	9	i	-1.2	14	-3
O=C(OCCc1cc2ccccc2c(=O)o1)c1ccccc1C(F)(F)F	-9	-6	1	0	i	-14	i	2.1	0	6
Cc1ccccc1C(=O)NNC(=O)Cc1cccc2ccccc12	-2	1	-1	4	i	5	i	-2.6	1	2
O=C1CCCCN1CC(=O)N1CCCC(Nc2ccc(F)cc2)C1 (stereo not given)	1	-5	-2	2	i	-14	i	-0.3	-2	-1
CCOc1ccc(CN(C(=O)c2oc3ccccc3c2C)C2CCS(=O)(=O)C2)cc1 (stereo not given)	5	5	-4	2	i	-11	i	0.6	2	2

Looked up one by one from the entries so far (3):
SMILES	NadD inh	CSN inh	STEP inh	Rin1 Abl inh	Neddylation inh	Scp1 inh	Rpn11 block	LMPTP block	SUMO1-SIM PPI	DNMT1 block
C=CCNc1ncnc2c1ncn2[C@H]1CN(Cc2cccc3ccccc23)C[C@@H](CO)O1	4	-3	2	0	i	x	i	1.1	8	0
CCOC(=O)C1=C(COC(=O)/C=C/c2ccc(OCC)c(OC)c2)NC(=O)NC1C (stereo not given)	-5	0	-1	0	i	0	i	2.1	-24	-7
O=C(NCCc1ccccc1)c1ccc2[nH]c(=O)c(=O)[nH]c2c1	-1	5	-1	4	x	-5	i	0.7	0	0

Single records (already shown). Values in the order: NadD inh	CSN inh	STEP inh	Rin1 Abl inh	Neddylation inh	Scp1 inh	Rpn11 block	LMPTP block	SUMO1-SIM PPI	DNMT1 block
`Cc1ccc(S(=O)(=O)NCCC(=O)NNc2c(F)c(F)cc(F)c2F)cc1` reads -7	1	1	1	i	0	i	-1.5	0	1
`Cc1ccccc1C(=O)NNC(=O)Cc1cccc2ccccc12` reads -2	1	-1	4	i	5	i	-2.6	1	2

Following part.
SMILES	NadD inh	CSN inh	STEP inh	Rin1 Abl inh	Neddylation inh	Scp1 inh	Rpn11 block	LMPTP block	SUMO1-SIM PPI	DNMT1 block
Cc1ccc(C)c(N2CCN(c3ccc4cc(S(=O)(=O)N5CCCCC5)ccc4n3)CC2)c1	32*	1	1	-3	i	15	i	1.2	-27	0
Cc1cc(C)nc(SCC(CSc2nc(C)cc(C)n2)C(=O)O)n1	-2	4	0	-5	i	1	i	-0.1	0	1
CCC(=O)C1CCCN(C(=O)c2ccc(OC3CCN(C(=O)CCOC)CC3)cc2)C1 (stereo not given)	-7	-2	1	0	i	-9	i	0.3	-2	1
COc1ccc(-c2noc(C(C)NS(=O)(=O)c3ccc(NC(C)=O)cc3)n2)cc1 (stereo not given)	-4	3	-1	1	i	2	i	-0.7	0	-6
COc1cccc(S(=O)(=O)N(C)C[C@H]2OCc3cnnn3CCCC(=O)N([C@@H](C)CO)C[C@@H]2C)c1	-3	1	3	2	i	x	i	-2.5	1	5
O=C(c1ccc(Br)cc1)N(Cc1ccco1)C1CCS(=O)(=O)C1 (stereo not given)	0	6	-1	0	i	-11	i	0.0	12	1
CC1Cc2ccccc2N1C(=S)NC(=O)c1cccc(Br)c1 (stereo not given)	3	-3	3	0	i	-11	i	1.1	0	-2
COc1ccc(CNC(=O)CSc2nnc(-c3ccc(NC(C)=O)cc3)n2C)cc1	-3	1	1	1	i	-4	i	-0.2	1	-1
COc1cc2c(cc1OC)/C(=C/c1ccc(Cl)cc1)C(=O)OC2	-8	-3	-2	5	i	-13	i	1.8	-7	3
CCCCCCn1cc(CN2CC(N(C)CCC)CS2(=O)=O)nn1 (stereo not given)	-6	2	x	x	i	x	x	-0.9	-1	x
COc1ccc(C2NC(Cc3ccccc3)(C(=O)O)C3C(=O)N(c4ccccc4OC)C(=O)C23)cc1 (stereo not given)	-3	3	-2	3	i	-1	i	0.9	0	2
CN1CCN(C(=O)CCCN2C(=O)/C(=C/c3ccccc3)SC2=S)CC1	-6	0	1	-4	i	4	i	-2.5	-39	0
CCOc1ccc(Nc2nc3cc(S(=O)(=O)CC)ccc3o2)cc1	-4	1	3	-1	i	8	i	1.1	5	-7
CC(=O)N1CCc2cc(S(=O)(=O)CCC(=O)N3CCN(C(=O)c4ccco4)CC3)ccc21	1	2	1	0	i	-2	i	-1.1	8	1
CCC(CC)C(=O)Nc1ccc(Sc2ccc([N+](=O)[O-])cc2)cc1	-8	-4	5	-2	i	-6	i	2.8	10	5
O=C(COC(=O)/C=C/c1ccc([N+](=O)[O-])cc1)NCc1ccc2c(c1)OCO2	10	2	4	-3	i	-2	i	1.5	-20	26
CN(C)S(=O)(=O)N(CC(=O)NCCSCc1ccc(Cl)cc1)c1ccccc1	-2	-1	0	2	i	-11	i	1.1	0	1
CCCC(=O)N1CCC1(C)C(=O)Nc1ccc2scnc2c1 (stereo not given)	-3	2	-1	-4	i	x	i	-1.4	3	-1
CC1(C)Cc2c(sc(/N=C/N3CCCCC3)c2C#N)C(C)(C)N1	-6	-1	4	2	i	-8	i	0.0	1	-5
COc1cc(-c2coc3c(C(=O)NCc4ccc(C(F)(F)F)cc4)cccc23)ccc1O	-1	-6	2	-6	i	x	i	9.3	6	-30
O=C(CN1C(=O)/C(=C/c2ccccc2)Sc2ccccc21)NCCCN1CCOCC1	-6	0	0	-1	i	-5	i	0.3	-8	0
COc1ccc(-c2csc(NC(=O)C3CCCO3)n2)cc1 (stereo not given)	-6	1	0	-3	i	-11	i	0.1	5	-6
COc1ccc2[nH]c(=O)c(CN(Cc3ccc(C)cc3)Cc3nnnn3CC3CCCO3)cc2c1 (stereo not given)	-2	-1	2	1	i	3	i	-1.9	-12	0
CN1C(=S)SC(N2OC3C(=O)N(c4ccccc4)C(=O)C3C2c2ccc(Cl)cc2)C1(C)C (stereo not given)	2	-10	2	0	i	-5	i	-0.8	4	-2
CCCCCCN1C[C@H](n2cc(COC(=O)c3ccccc3)nn2)[C@@H](O)C[C@@H]1c1ccc(OC)cc1	-7	0	0	-2	i	x	i	0.6	2	-6
Cc1ccc(CNC(=O)c2cccc(S(C)(=O)=O)c2)cc1	-7	-2	9	-1	i	-2	i	-1.4	-1	2
Cc1ccc(C(C)NC(=O)c2cc(C)oc2C)cc1 (stereo not given)	-7	6	-1	-2	i	-4	i	-0.3	-3	-1
c1coc(C2Nc3ccccc3C3OCCC23)c1 (stereo not given)	3	-2	-1	2	+	-4	i	-3.1	1	5
COc1ccc(/C=C/C(=O)OCc2csc(-c3ccccc3)n2)cc1OC	-3	0	-2	2	i	-8	i	3.9	-12	-5
CCN1CCN(CCNC(=O)c2ccc(CS(=O)(=O)c3c(Cl)cccc3Cl)o2)CC1	-4	-2	-4	1	i	-4	i	-3.0	0	-1
O=C(N/N=C/c1ccccc1F)c1cccc2ccccc12	-6	5	3	-1	i	-10	i	-0.3	-1	-1
Cn1cc(C(=O)c2ccccc2C(=O)O)cc1C(=O)C(Cl)(Cl)Cl	-4	43*	1	2	i	-3	i	2.6	-2	-3
COc1ccccc1Nc1nnc(SC(C)C(=O)NC2CC2)s1 (stereo not given)	-2	-4	-2	3	i	-4	i	0.1	-1	3
O=C(Cc1csc(NC(=O)Nc2ccc(Cl)cc2)n1)NCc1cccnc1	1	0	-2	0	i	-3	i	0.0	4	1
COc1ccc(-c2noc(COc3ccccc3OC)n2)cc1OC	-7	-8	1	4	i	-26	i	1.0	3	1
O=C(OCc1ccc(COC(=O)c2ccccn2)cc1)c1ccccn1	-4	-4	-1	0	i	-2	i	-1.4	0	4
COC(=O)C1C(c2ccccc2)C(C(=O)N2CCN(C)CC2)C1c1ccccc1 (stereo not given)	-1	0	-3	1	i	-6	i	-1.5	2	3
